PTHR1 ag: activates the human parathyroid hormone receptor PTHR1; hit rate 0.075% among 410,000; HEK293 GP2 PTHR1 cells, GloSensor cAMP luminescence, 1 h; Q03431; AID 743266; Potency, µM (doses to about 115 µM), without a hit: top-dose activation, usual class: activators; further: potency means the concentration at half of the fitted maximal effect; nearly all actives have a fitted effect of over 55% in size; some results filed as inactive show a strong effect at the top dose; inactives centre near -15; many of its hits are not listed in these tables
Target sequence (Q03431 whole entry, looked up): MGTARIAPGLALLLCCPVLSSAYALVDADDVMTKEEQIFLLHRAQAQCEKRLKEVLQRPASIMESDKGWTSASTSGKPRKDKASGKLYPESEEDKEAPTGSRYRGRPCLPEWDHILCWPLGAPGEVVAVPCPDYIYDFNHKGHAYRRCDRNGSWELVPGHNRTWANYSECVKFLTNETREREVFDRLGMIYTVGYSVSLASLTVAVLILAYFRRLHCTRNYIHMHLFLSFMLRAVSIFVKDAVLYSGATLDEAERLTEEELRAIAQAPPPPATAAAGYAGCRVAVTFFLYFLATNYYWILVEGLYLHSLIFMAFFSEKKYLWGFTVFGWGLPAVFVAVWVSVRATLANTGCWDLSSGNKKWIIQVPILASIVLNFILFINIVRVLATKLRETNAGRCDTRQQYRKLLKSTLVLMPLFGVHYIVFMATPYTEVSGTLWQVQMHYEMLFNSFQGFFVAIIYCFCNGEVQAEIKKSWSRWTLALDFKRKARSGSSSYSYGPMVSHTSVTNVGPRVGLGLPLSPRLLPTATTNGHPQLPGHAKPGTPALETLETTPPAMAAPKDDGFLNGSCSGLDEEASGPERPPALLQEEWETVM
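HEK-293-derived GP2 cells expressing PTHR1 and a GloSensor cAMP reporter, 3,000/well, plated overnight, given luciferin plus IBMX (each 0.5 mM as added) for 1 h at 37 °C, then compound for 1 h at 37 °C. Luminescence was read after 15 min at room temperature.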
D3 ag: D3 dopamine receptor (human) agonism. D3R DiscoveRx beta-arrestin cells, luminescence, 90 min. max activation, %. hit rate 0.58% among 410,000. AID 652048. P35462; in the data active means max activation above about 30%; further: 0% is about no effect; mostly tested at two doses, the higher about 12 µM
Target sequence (P35462 whole entry, looked up): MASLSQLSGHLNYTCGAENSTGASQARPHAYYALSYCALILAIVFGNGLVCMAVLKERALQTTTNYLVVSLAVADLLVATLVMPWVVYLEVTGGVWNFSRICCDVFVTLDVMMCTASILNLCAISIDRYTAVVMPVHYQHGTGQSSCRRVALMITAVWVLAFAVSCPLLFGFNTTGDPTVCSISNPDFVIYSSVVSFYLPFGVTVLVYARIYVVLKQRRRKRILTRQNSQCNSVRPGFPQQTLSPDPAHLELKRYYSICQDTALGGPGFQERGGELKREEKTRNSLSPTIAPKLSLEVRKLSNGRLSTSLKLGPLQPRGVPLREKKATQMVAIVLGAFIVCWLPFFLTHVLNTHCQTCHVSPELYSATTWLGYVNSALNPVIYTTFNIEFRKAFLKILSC
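Cells at 1500/well, incubated overnight, then treated with pinned compounds (dopamine as control) for 90 min at 37 degrees C. DiscoveRx reagent added for 30 - 60 minutes at room temperature; luminescence read.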
MmCpn inh: inhibitors of Methanococcus maripaludis chaperonin (MmCpn). purified Mm-Cpn ATPase, ADP Transcreener TR-FRET. Potency, µM (top dose mostly 76.9 µM), for the others: at the highest dose activity, negative = inhibition, hits mostly inhibitors. AID 504842. hit rate 0.031% among 330,000; further: potency means the concentration at half of the fitted maximal effect; on the % scale 0 is the no-effect control and ±100 the full control effect; nearly all actives have a fitted effect of over 80% in size
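Eu-cryptate anti-ADP/ADP-d2 competition gives a ratio inversely related to ADP. Enzyme at 25 nM was pre-exposed to compound for 10 min, then given 10 uM ATP for 30 min, 37°C throughout.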
EPAC2 antagonist: blocks human EPAC2 exchange factor; Q8WZA2; EPAC2 GEF exchange of Rap1B-BODIPY-GDP, fluorescence; Potency, µM (top dose mostly 114 µM), without a hit: at the highest dose activity, negative = inhibition, actives largely listed as inhibitors; hit rate 0.18% among 360,000; further: potency means the concentration at half of the fitted maximal effect; on the % scale 0 is the no-effect control and ±100 the full control effect; nearly all actives have a fitted effect of over 45% in size; many of its hits are not listed in these tables
Akt phos inh: inhibitors of Akt phosphorylation | Neuro2A IGF-stimulated pAkt S473 HTRF, 20 min; active compounds read low | activity change, % for hits at 50 µM | hit rate 0.32% among 360,000 | AID 651550; in the data active means activity change below about -80%; inconclusive means mostly about -51% to -80%; further: on the % scale 0 is the no-effect control and ±100 the full control effect
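Neuro2A cells in DMEM with 0.5% FBS, overnight at 37 deg C, given compound at single 50 µM final, then IGF (6 nM final) for 20 min at 37 deg C. Lysed; phospho-Akt Ser473 by HTRF after 24 h, 665/615 ratio.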
DRD3 antagonist: blocks the human D3 dopamine receptor; P35462; D3R cells, DiscoveRx beta-arrestin luminescence, antagonist mode; active compounds read low; max response, negative = inhibition, %; hit rate 2.5% among 360,000; in the data active means max response below about -50%; inconclusive means no clear call, values can overlap the other calls; further: on the % scale 0 is the no-effect control and ±100 the full control effect; mostly tested at two doses, the higher about 12 µM
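Cells plated overnight at 1500 cells/well, then exposed to library compounds with dopamine controls for 90 minutes at 37 degrees C. DiscoveRx reagent added for 30–60 minutes at room temperature; luminescence read, quantitative HTS format.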
EPAC2 ag: activates human EPAC2 exchange factor | Q8WZA2 | EPAC2 activation, biochemical qHTS; response scale: 100% = 6.5 mM cAMP response | Potency, µM (top dose mostly 154 µM), for the others: top-dose activation, hits mostly activators | hit rate 0.079% among 360,000 | AID 720711; further: potency means the concentration at half of the fitted maximal effect; nearly all actives have a fitted effect of over 50% in size
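Each well held 100 nM EPAC2, 250 nM RAP1B-BODIPY-GDP and 50 uM GDP. Fluorescence, read at 5-min intervals to 30 min, was referenced to a 6.5 mM cAMP positive control.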
CCT chaperon mod: changes cytosolic chaperonin activity | AID 651819 | activity change, % (test concentration not listed), hits read low | purified chaperonin ATPase assay, HTRF ADP detection, 30 min | hit rate 0.3% among 360,000; in the data active means activity change below about -30%; further: on the % scale 0 is the no-effect control and ±100 the full control effect
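TRiC at 40 or 20 nM final (batch-dependent) in 30 mM Tris pH 7.4, 100 mM KCl, 5 mM MgCl2, 1 mM DTT, with compound at single 76 uM and 10 uM ATP, 30 min at 37 deg C. ADP detected by HTRF Transcreener, 665/615 ratio.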
An asterisk follows results filed as active; i = inactive; ? = inconclusive; nt = no result given; & = joins results of further samples; [ ] = another dose, or the depositor's remark. Unless noted, the call rests on the fitted dose curve; in most records, active means well fitted curve in the direction sought with a large enough effect; inconclusive means small, poorly fitted or top-dose-only effect, or another doubt; inactive means no such curve, though single readings can be large; an effect the other way counts as inactive or inconclusive. This is a subset (hit frequency here may not be typical).

SMILES	PTHR1 ag	D3 ag	MmCpn inh	EPAC2 antagonist	Akt phos inh	DRD3 antagonist	EPAC2 ag	CCT chaperon mod
COc1cc(Cl)cc(C2NC(=O)NC(C)=C2C(C)=O)c1OCC(=O)O (stereo not drawn)	i	1	1%	-5%	i	-7	6%	-1.1
O=C(Cn1cc(COc2c(F)c(F)cc(F)c2F)nn1)c1ccc(O)cc1	i	1	nt	15%	i	-79*	4%	-0.3
CCc1nc(SCC(=O)Nc2nnc(C(C)C)s2)n[nH]1	i	3	nt	1%	i	16	1%	0.3
O=C(Oc1ccc2c(=O)c(Cl)coc2c1)c1ccncc1	i	1	-8%	-1%	i	2	-13%	0.3
CN(C)C(CNC(=O)c1ccc2nccnc2c1)c1ccco1 (stereo not drawn)	-3%	-17	2%	6%	i	?	2%	-0.6
CCCCOC(=O)Nc1cc(C)c(Cl)cc1OC	-8%[57.5 µM]	1	-1%	1%	i	18	6%	-0.7
S=C(N/N=C/c1ccc2ncccc2c1)Nc1ccccc1	i	-5	2%	-11%	i	-7	8%	0.6
COc1cc(/C=N\NC(=O)c2nonc2N)c(OC)cc1Br	-11%	2	-3%	8%	i	-15	4%	-0.8
COc1ccc(CN2CCN(Cc3ccc(C(F)(F)F)cc3)CC2)cc1	-44%	-19	1%	3%	i	?	10%	-2.5
C[C@H]1CN([C@@H](C)CO)C(=O)c2cccc(NC(=O)C3CC3)c2O[C@H]1CN(C)Cc1ccc(C(F)(F)F)cc1	-9%	0	2%	1%	i	19	-6%	0.4
O=C(c1cc2ccccc2oc1=O)N(Cc1cccs1)C1CCS(=O)(=O)C1 (stereo not drawn)	-15%	-14	1%	-4%	i	0	2%	-1.2
CC(C(=O)OCC(=O)Nc1ccccc1OC(F)F)N1C(=O)C2CC=CCC2C1=O (stereo not drawn)	i	-1	nt	-1%	i	-17	-1%	0.1
CN(Cc1ccco1)S(=O)(=O)c1nnc(NC(=O)c2ccccc2Cl)s1	-17%&-12%	4&9	-1%	-3%	i	6	2%	-0.1
CCOC(=O)CSc1nc2c(cnn2-c2ccc(F)cc2)c(=O)[nH]1	i	11	1%	1%	i	0	14%	-0.1
Cc1cc(O)c2c(-c3ccccc3)cc(=O)oc2c1	-26%	4	0%	2%	i	-24	-14%	2.0
COc1ccc(C(CC(=O)N2CCCCC2)NC(=O)C(F)(F)F)cc1 (stereo not drawn)	-13%	-10	2%	30%[activator]	i	-11	6%	-8.4
COC(=O)c1ccccc1NC(=O)c1nc2nc(C)cc(C(F)F)n2n1	-15%[57.5 µM]	2	-2%	4%	i	15	-9%	-0.6
COc1ccc(-c2noc(N3CCCC(C(=O)Nc4ccc(C(C)=O)cc4)C3)n2)cc1 (stereo not drawn)	i	3	-1%	2%	i	13	-1%	1.0
O=C(c1cccs1)N1CCN(CCc2ccccc2)CC1	i	-7	2%	1%	i	-19	-6%	1.3
Cc1csc(NC(=O)CCc2c(C)nc3cc(-c4cccc(F)c4)nn3c2C)n1	i	-6	-2%	5%	i	0	14%	-3.4
CCOC(=O)N1CCC(=C(C#N)C(=O)Nc2cc(OC)ccc2OC)CC1	-3%[57.5 µM]	0	1%	-2%	nt	29	11%	-1.0
CCN(CC)CCNC(=O)CN1C(=O)CSc2ccc(S(=O)(=O)N3CCOCC3)cc21	-19%&-10%	-9&3	nt	6%	i	0	3%	1.0
CN(C)/C=N/c1sc2c(c1C#N)CCCC2	i	5	-1%	-15%	i	-5	0%	1.1
Cc1ccc(S(=O)(=O)N(CC(=O)N(C)C)c2cccc([N+](=O)[O-])c2)cc1	i	6	-8%	0%	i	?	0%	-5.5
NNc1nc(Nc2ccccc2)nc(N2CCCCC2)n1	i	-31	1%	0%	i	?	?	2.2
Cc1ccc(OCC(=O)Nc2nnc(S(=O)(=O)N3CCCCCC3)s2)cc1C	-82%[inhibitor]	-1	-1%	-29%	i	7	-4%	-0.5
CC1CCCN(C(=S)NC2CCCC2)C1 (stereo not drawn)	-14%	2	4%	1%	i	-3	2%	-1.4
O=C(O)c1cccc(N2C(=S)N=C(Nc3ccccc3)C23CCCCC3)c1	-25%	6	2%	-4%	i	7	4%	-1.9
CC1(c2ccccc2)CC(C)(C)N(C(=O)C2CCCO2)c2ccccc21 (stereo not drawn)	i	2	0%	-16%	i	-15	21%	-2.2
O=C(CSc1nnc(Cc2cc(=O)[nH]c(=O)[nH]2)n1-c1ccccc1)N1CCCC1	-2%[57.5 µM]	-5	0%	-3%	i	-5	6%	-1.0

Arranged by number of heavy atoms (lowest first): four of the compounds above
SMILES	PTHR1 ag	D3 ag	MmCpn inh	EPAC2 antagonist	Akt phos inh	DRD3 antagonist	EPAC2 ag	CCT chaperon mod
NNc1nc(Nc2ccccc2)nc(N2CCCCC2)n1	i	-31	1%	0%	i	?	?	2.2
CC1(c2ccccc2)CC(C)(C)N(C(=O)C2CCCO2)c2ccccc21 (stereo not drawn)	i	2	0%	-16%	i	-15	21%	-2.2
O=C(O)c1cccc(N2C(=S)N=C(Nc3ccccc3)C23CCCCC3)c1	-25%	6	2%	-4%	i	7	4%	-1.9
CCN(CC)CCNC(=O)CN1C(=O)CSc2ccc(S(=O)(=O)N3CCOCC3)cc21	-19%&-10%	-9&3	nt	6%	i	0	3%	1.0

Continuation:
SMILES	PTHR1 ag	D3 ag	MmCpn inh	EPAC2 antagonist	Akt phos inh	DRD3 antagonist	EPAC2 ag	CCT chaperon mod
CS(=O)(=O)N(CCc1ccccc1)CC(=O)N1CCCCC1	-38%[inhibitor]	-14	nt	-4%	i	-2	3%	1.1
COc1ccccc1-n1cnnc1SCC(=O)N1CCOCC1	-2%	3	1%	-7%	i	1	14%	-2.2
CCCCOC(=O)CCCc1ccc([N+](=O)[O-])cc1[N+](=O)[O-]	-14%	0	2%	-7%	i	9	13%	-2.0
Cc1ccc(-n2nnnc2SCC#N)cc1	i	1	-1%	4%	i	8	1%	-0.9
CC(=O)c1ccc(NS(=O)(=O)c2ccc3c(c2)CCC(=O)N3)cc1	-94%[inhibitor]	-2	0%	5%	i	0	6%	-4.7
CCCCCC(=O)N1C[C@@H](O)[C@H](n2cc(C3CC3)nn2)C[C@@H]1c1ccccc1	-1%	-2	nt	3%	i	-14	6%	-1.6
O=C(CNc1cc(S(=O)(=O)N2CCOCC2)ccc1N1CCCC1)NCc1ccco1	-3%	3	1%	10%	i	3	6%	2.6
CC1(C)OC(=O)C2=C(C[C@@H](C3CCCCC3)O[C@H]2c2ccc(Cl)cc2)O1	-24%	-7	nt	-17%	i	-13	8%	-0.3
CCCCOc1ccc(-c2nc(-c3cccnc3)no2)cc1	-22%	13	-3%	-1%	i	47	-6%	0.7
Cc1c(CCC(=O)O)c(=O)oc2cc(O)ccc12	i	-3	-12%	4%[57.1 µM]	i	4	-15%	-0.7
Cc1ccc(COc2coc(CN3CCN(C(=O)c4ccco4)CC3)cc2=O)cc1	-16%	-6	1%	-2%	i	2	6%	1.8
COc1ccccc1CCNC(=O)C1CCN(c2nnc(C)c3c(C)n(-c4ccc(C)cc4)nc23)CC1	-23%&-5%	17&-13	3%	6%	i	-70*	-2%	3.4
Cc1cccc(NS(=O)(=O)c2ccc(C3CCCCC3)cc2)c1	-31%[inhibitor]	11	0%	-13%	i	-25	-6%	-2.6
COc1ccc(N2CCN(C(=O)CCSCc3ccccc3F)CC2)cc1	-10%	1	3%	-3%	i	3	10%	-1.1
COC(=O)c1ccccc1NC(=O)N1CCCC1	-5%[57.5 µM]	1	-3%	8%	nt	2	-1%	-0.9
Cc1cc(/C=C2/C(=N)N3C(c4ccccc4)=CSC3=NC2=O)c(C)n1-c1ccccc1	-15%	-5	-6%	13%	i	5	-1%	0.2
CCN1CCc2c(C#N)c(N3CCOCC3)nc(NCc3ccccc3)c2C1	-13%	-4	-3%	-6%	i	16	-8%	-0.1
COc1ccc(C=C(c2nc3ccccc3s2)c2nc3ccccc3s2)cc1O	-1%	-23	0%	-1%	i	?	0%	-1.2
Cc1cc(C(=O)OCC(=O)NCc2cccs2)ccc1[N+](=O)[O-]	i	-1	-1%	0%	i	20	2%	-1.8
CCOC(=O)C1=C(c2ccccc2)OC(N)=C(C#N)C1c1cccs1 (stereo not drawn)	-8%[57.5 µM]	-8	-2%	-3%	i	10	-8%	-1.8
COc1ccc(C2NC(=O)c3ccccc3N2)cc1OC (stereo not drawn)	-16%	-1	3%[15.4 µM]	6%	i	21	2%	-1.2
O=c1c2[nH]c3ccc(F)cc3c2ncn1Cc1ccncc1	-11%	-1	1%	2%	i	1	3%	-2.5
COc1ccc(N2CC(C(=O)N3CCC4(CC3)CC(=O)c3ccccc3O4)CC2=O)cc1 (stereo not drawn)	-19%	4	2%	17%	i	8	6%	-56*
Cc1ccc(C(=O)COC(=O)CCC(=O)NC2CCCCC2)cc1[N+](=O)[O-]	-14%	-12	1%	7%	i	-12	4%	-0.4
CCOc1cc(/C=N\n2nnnc2N)ccc1O	i	3	0%	4%	i	14	1%	-0.8
COc1ccc(/C=C/C(=O)NC(=S)NNC(=O)c2cc(OC)c(OC)c(OC)c2)cc1OC	-9%	1	1%	15%	i	1	1%	-2.6
CCC1CN(C(=O)N2CCC(C(=O)NCc3cc(OC)c(OC)c(OC)c3)CC2)c2ccccc2O1 (stereo not drawn)	-6%	0&1	3%	-3%	i	-8	6%	-2.0
Clc1ccccc1CN1CCN(/N=C/C=C/c2ccco2)CC1	-4%	4	-1%	-13%	i	5	16%	-1.8
Cc1ccccc1Cn1nnc(C(=O)Nc2cccc(C)c2C)c1N	-19%	4	0%	-11%	i	6	9%	-2.7
CC1CCCCN1C(=O)CSc1nnc2c(n1)[nH]c1ccccc12 (stereo not drawn)	-23%	12	1%	1%	i	2	-1%	1.6
CC1=C/C(=N\NC(=S)NCc2ccccc2)CC1	i	-4	-3%	7%	i	-3	11%	-1.9
CN(C)CCN(C(=O)c1ccc2c(c1)CCCC2)c1nc2c(F)cccc2s1	i	-9	-2%	-18%	i	?	23%	-2.9
Cc1ccn(CC(=O)N2N=C(C(F)F)CC2(O)C(F)F)n1 (stereo not drawn)	i	1	-1%	13%	i	14	2%	0.3
Cc1ccc(Sc2nc(-c3ccccc3)nnc2C(F)(F)F)cc1	-11%[57.5 µM]	-5	-2%	9%[57.1 µM]	i	-70*	4%	-0.8
CCCn1c(SCc2nc3ccccc3s2)n[nH]c1=O	-24%	5	0%	1%	i	-2	4%	0.5
